Screens (PubChem BioAssay)
GSK3beta inhib = human GSK3beta kinase inhibitors, primary screen, biochemical, cell-free homogeneous, HTS | GST-GSK3beta kinase, ADP-Glo luminescence, 60 min; hits give low values | activity score (negative = inhibition), % at 10 µM | 300,000 compounds, 0.038% hits;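 active means more than half of replicate wells score below -50%, meaning over 50% inhibition versus plate controls; inconclusive means some replicates but at most half score below -50%; inactive means no replicate scores below -50%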;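 further: 0% = median DMSO wells and -100% = median GW8510 positive control wells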
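Assay system: GST-fused GSK3beta enzyme, cell-free / Medium: Tris pH 7.5 buffer with MgCl2, DTT, BSA, heparin / Also added: peptide substrate plus 25 µM ATP (final) / Compound: 10 µM single point / Timing: kinase reaction with compound 60 min at room temperature / Detection: ADP-Glo luminescence / Benchmarks: DMSO neutral wells and GW8510 at 20 µM as positive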
GSK3 alpha inh = blockers of GSK3A enzyme activity – biochemical, luminescence, cell-free homogeneous, HTS, primary screen; AID 2650, 2010; 320,000 compounds, 0.1% hits; inhibition, % at 10 µM; Glycogen synthase kinase-3 alpha (Homo sapiens), P49840; GSK-3 alpha kinase, ADP-Glo luminescence, 60 min;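 in the data active means inhibition above about 50%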;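 further: GST-tagged GSK-3 alpha with peptide substrate and 25 µM ATP; 0% = DMSO neutral wells and 100% = GW8510 positive control wells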
PolyA inh = polyadenylation inhibitors in yeast reporter cells, primary screen, luminescence, S. cerevisiae; S. cerevisiae SKY197-pL101 polyadenylation reporter, beta-gal luminescence; efflux-impaired pdr1/pdr3 knockout yeast; score 100 = 6 SD above DMSO; calls only at 12 µM; 300,000 compounds, 0.02% hits; AID 1875, 2009;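 active means lowest replicate activity score at least 50, where 100 means six control SD above control mean; inconclusive means lowest score under 50 but half or more replicates reach 50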;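 further: yeast exposed to compound for 9 h at 30 °C; higher score means more reporter readthrough which indicates perturbed polyadenylation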
hERG rescue = hERG rescue from dofetilide block, primary screen, cell-based, CHO-hERG, FluxOR thallium flux, dofetilide IC70 | dofetilide IC70 present | activation (rescue from dofetilide block), less the hit threshold, % at 10 µM | 310,000 compounds, 0.51% hits;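 active means activation above the mean of controls blocked by dofetilide plus 5 SD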;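 further: thallium influx through hERG after potassium depolarization seen as dye fluorescence rise; in these data hits start at about 4.7%; inactives centre near -7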
Target sequence (Q12809 whole entry, looked up): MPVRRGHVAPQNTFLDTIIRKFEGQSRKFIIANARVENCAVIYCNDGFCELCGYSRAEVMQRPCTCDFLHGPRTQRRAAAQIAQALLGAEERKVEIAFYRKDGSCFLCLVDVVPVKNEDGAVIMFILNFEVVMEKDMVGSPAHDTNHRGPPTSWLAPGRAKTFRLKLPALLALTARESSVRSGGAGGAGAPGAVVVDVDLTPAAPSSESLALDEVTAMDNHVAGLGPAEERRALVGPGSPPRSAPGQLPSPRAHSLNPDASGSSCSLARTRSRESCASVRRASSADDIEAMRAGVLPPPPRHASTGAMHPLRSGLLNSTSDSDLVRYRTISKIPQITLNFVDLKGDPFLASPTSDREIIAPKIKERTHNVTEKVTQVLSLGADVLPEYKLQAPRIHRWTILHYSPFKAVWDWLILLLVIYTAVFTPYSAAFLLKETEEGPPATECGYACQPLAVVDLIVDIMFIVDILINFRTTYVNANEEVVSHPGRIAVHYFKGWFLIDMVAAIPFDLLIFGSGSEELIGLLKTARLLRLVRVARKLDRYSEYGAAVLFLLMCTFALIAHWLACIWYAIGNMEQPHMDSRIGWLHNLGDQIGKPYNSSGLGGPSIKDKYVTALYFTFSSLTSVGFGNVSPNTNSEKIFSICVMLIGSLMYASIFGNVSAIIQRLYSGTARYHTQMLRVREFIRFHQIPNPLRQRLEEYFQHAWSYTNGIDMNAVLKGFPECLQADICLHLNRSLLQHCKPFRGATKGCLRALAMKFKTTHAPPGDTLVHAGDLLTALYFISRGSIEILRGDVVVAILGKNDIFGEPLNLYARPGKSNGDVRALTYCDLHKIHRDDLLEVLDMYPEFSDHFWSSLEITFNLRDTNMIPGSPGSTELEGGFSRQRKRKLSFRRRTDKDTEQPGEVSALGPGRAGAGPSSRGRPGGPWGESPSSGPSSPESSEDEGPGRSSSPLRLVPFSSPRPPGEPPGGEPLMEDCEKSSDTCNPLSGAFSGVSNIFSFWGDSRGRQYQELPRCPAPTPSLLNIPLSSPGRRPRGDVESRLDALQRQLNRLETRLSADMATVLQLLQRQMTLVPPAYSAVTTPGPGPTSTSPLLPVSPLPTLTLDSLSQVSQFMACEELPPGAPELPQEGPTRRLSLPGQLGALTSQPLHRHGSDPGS
KCNQ1 block = inhibitors of human KCNQ1 channel, primary screen, cell-based, thallium flux, high-throughput; Potassium voltage-gated channel subfamily KQT member 1 (Homo sapiens), P51787; CHO-K1 KCNQ1, FluxOR thallium flux fluorescence; hits give high values; B-score at 10 µM; 310,000 compounds, 1.3% hits;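 active means compounds whose thallium flux B-score, printed positive for inhibition, exceeds three library SD while starting fluorescence stays within three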;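 further: channel opened by potassium depolarization with thallium stimulus after 20 min compound exposure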
RGS4 pot = RGS4 potentiators or activators, primary screen, cell-based, HEK293 M3R inducible RGS4, calcium flux; carbachol calcium flux Fluo4; hits give low values; B-score at 10 µM; 310,000 compounds, 0.92% hits;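 active means B-score of the integrated calcium signal more than 4 SD below the library mean, with starting fluorescence not abnormally high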;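 further: negative B-score means reduced calcium response which marks RGS4 activation or potentiation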
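Detection: kinetic calcium fluorescence imaging with Fluo4-AM dye, 2 µM / Material: HEK293 cells with stable M3R and inducible RGS4 / Schedule: recording 10 s baseline at 1 Hz, 100 s post-agonist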
HDAC3 inhib = HDAC3 deacetylase inhibitors, primary screen, biochemical, fluorescence, cell-free homogeneous; Histone deacetylase 3 (Homo sapiens), O15379; recombinant HDAC3, fluorogenic peptide/trypsin coupled; inhibition, % at 8.3 µM; 320,000 compounds, 0.15% hits; in the data active means inhibition above about 26%, passing the limit was not always enough; inconclusive means no clear call, values can overlap the other calls
KCNK9 block = KCNK9 potassium channel inhibitors, primary screen, HEK293 cells, thallium flux. FluxOR thallium flux fluorescence; hits give low values. B-score at 10 µM. 310,000 compounds, 1.2% hits. AID 488922, 2010;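 active means ratio B-score over 3 SD below the library mean, with starting fluorescence within 5 SD of its mean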;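 further: negative B-score means less thallium flux so channel inhibition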
KCNQ1 pot = potentiators or activators of KCNQ1 channel, primary screen, cell-based, thallium flux, high-throughput. Potassium voltage-gated channel subfamily KQT member 1 (Homo sapiens), P51787. CHO-K1 KCNQ1, thallium flux FluxOR fluorescence; hits give high values. B-score at 10 µM. 310,000 compounds, 0.35% hits. AID 2648, 2010;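 active means fluorescence ratio B-score, a plate-corrected score, at least three library SD, with initial intensity B-score within 5 SD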
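System: Stable KCNQ1 CHO-K1 line | Incubation: 90 min dye loading and 20 min compound exposure, both at room temperature | Measure: Ratio B score | Medium: Assay buffer for compound exposure, DMSO matched across wells | Compound dosing: Single-concentration screen | Probe or stimulus: K+/Tl+ depolarizing stimulus | Measured by: Kinetic FluxOR fluorescence, 10 s baseline plus 110 s post-stimulus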
DYRK1A inh = rat Dyrk1A kinase inhibitors, primary screen, biochemical, single point, plate reader | Dual specificity tyrosine-phosphorylation-regulated kinase 1A (Rattus norvegicus), Q63470 | ADP-Glo luminescence, NFATc1 peptide | inhibition, % at 12.5 µM | 310,000 compounds, 0.43% hits; in the data active means inhibition above about 50%;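 further: plate controls were vehicle with enzyme for no effect and no enzyme for full effect; many of its hits are not listed in these tables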
KCNK3 block = human KCNK3 channel inhibitors, primary screen, CHO cells, FluxOR thallium flux, B-score; Potassium channel subfamily K member 3 (Homo sapiens), O14649; FluxOR fluorescence; hits give low values; B-score at 10 µM; 340,000 compounds, 0.84% hits;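 active means B-score under library mean minus 4 SD, starting fluorescence ratio at most library mean plus 5 SD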;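 further: more negative B-score means stronger inhibition of thallium flux through KCNK3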
Numbers without * were called inactive; i = inactive; u = inconclusive; x = no result given. The list is partial (hit frequency here may not be typical).

molecule | GSK3beta inhib | GSK3 alpha inh | PolyA inh | hERG rescue | KCNQ1 block | RGS4 pot | HDAC3 inhib | KCNK9 block | KCNQ1 pot | DYRK1A inh | KCNK3 block
OC(COc1cccc2ccccc12)CN1CCN(c2ccccc2Cl)CC1 (stereo unspecified) | 0 | -2 | i | -11 | i | i | 13 | i | i | -1 | i
CC(C)CC(=O)Nc1c2c(nn1-c1ccc([N+](=O)[O-])cc1)CS(=O)(=O)C2 | -3 | 4 | i | -5 | i | i | 0 | i | i | -2 | i
COc1cc(/C=C/C(=O)OC(C)C(=O)c2ccccc2)cc(OC)c1OC (stereo unspecified) | -2 | -1 | i | -14 | i | i | 1 | i | i | -10 | i
O=C(N/C(=C/c1cn(-c2ccccc2)nc1-c1ccccc1)C(=O)N1CCOCC1)c1ccccc1 | 1 | -2 | i | -2 | i | i | 1 | i | i | x | x
CCC(C)(C)C(=O)Nc1cccc(Cl)c1C | 3 | -2 | i | -14 | i | i | -10 | i | i | -8 | i
O=C(CNC(=O)c1ccco1)OCc1ccc(Cl)cc1 | 0 | 12 | i | -9 | i | i | 0 | i | i | -5 | i
CCOC(=O)Cn1nc(C)c(NC(=O)COc2ccc(F)cc2F)c1C | 1 | -1 | i | -10 | i | i | -13 | i | i | 3 | i
O=c1[nH]c(=O)n(Cc2ccco2)c2c1C(C(F)(F)F)(C(F)(F)F)N=C(CCC1CCCCC1)N2 | -1 | -3 | i | -7 | i | i | -3 | i | i | 2 | i
CCN(c1ccc(NC(=O)CCNC(=O)c2ccco2)cc1)C(C)C | 1 | 2 | i | -5 | i | i | -1 | i | i | 0 | i
Cc1cc(C(=O)COC(=O)c2ccccc2NCCO)c(C)n1CC1CCCO1 (stereo unspecified) | 3 | 2 | i | -16 | i | i | -11 | i | i | -1 | i
Cc1ccccc1Nc1nc(N)nc(COC(=O)CCNS(=O)(=O)c2ccccc2)n1 | -7 | -3 | i | -17 | i | i | -4 | i | i | -5 | i
Cc1nc2sc(C(c3cccs3)N3CCC(C(N)=O)CC3)c(O)n2n1 (stereo unspecified) | 1 | -1 | i | -7 | i | i | 10 | i | i | -5 | i
CN(C)CC(C)(C)CNC(=S)Nc1cc(S(=O)(=O)N2CCOCC2)ccc1Cl | -5 | -6 | i | -14 | i | i | 5 | i | i | x | i
COc1ccc(/C=C(\C#N)C(=O)NCC(c2ccc(F)cc2)N2CCOCC2)cc1 (stereo unspecified) | 5 | x | i | -14 | i | i | 13 | i | i | -2 | i
CC(=O)n1c(=O)c2ccccc2c(=O)n1-c1ccccc1 | -1 | -3 | i | -10 | i | i | -3 | i | i | 2 | i
CCOc1ccc(C(=O)NC(=S)NCc2cccnc2)cc1[N+](=O)[O-] | 0 | 1 | i | -8 | i | i | 0 | i | i | 2 | i
CCOC(=O)c1c(S(=O)(=O)N2CCCC(C)C2)c(C)n(C)c1C (stereo unspecified) | 1 | 1 | i | -8 | i | i | 7 | i | i | 4 | i
Cc1ccnc(NC(=O)c2ccc3c(c2)S(=O)(=O)c2ccccc2C3=O)c1 | 3 | 2 | i | -12 | i | i | x | i | i | 15 | i
CC(NC(=O)CC1Nc2ccccc2NC1=O)c1ccccc1 (stereo unspecified) | 2 | 1 | i | 0 | i | i | 2 | i | i | 4 | i
Cn1cc(/C=N\O)nc2c(=O)n(-c3ccccc3)c(=O)nc1-2 | 1 | 0 | i | -5 | i | i | -3 | i | i | -1 | i
Cc1ccc(-c2cc(C(=O)N3CCCc4ccccc43)c3ccccc3n2)cc1 | 2 | -3 | i | -5 | i | i | 7 | i | i | 3 | i
COCCOc1cc(-n2ccnc2SC)c(Cl)cc1Cl | 2 | -3 | i | -10 | i | i | 3 | i | i | 8 | i
CCOc1ccccc1NC(=O)COC(=O)CNS(=O)(=O)c1ccc(C)cc1 | 2 | -2 | i | -7 | i | i | 7 | i | i | -2 | i
COc1ccc2c(c1OC)C(=O)N(c1ccc(O)cc1)C2=O | -5 | 0 | i | -7 | i | i | -5 | i | i | 6 | i
COc1ccccc1NC(=O)c1ccc(NC(=O)CSc2ncccn2)cc1 | -1 | -5 | i | -5 | i | i | 2 | i | i | x | i
CCc1ccccc1NC(=O)C1CCCN1S(=O)(=O)c1ccc(-c2ccc(=O)[nH]n2)s1 (stereo unspecified) | 0 | -2 | i | -10 | i | i | 7 | i | i | 1 | i
COc1ccc(CN2CCN(C(=O)c3ccco3)CC2)c(OC)c1OC | -1 | -2 | i | -6 | i | i | -5 | i | i | x | i
O=Cc1ccc(OCc2cccc(C(F)(F)F)c2)cc1O | 2 | 0 | x | -6 | i | i | 3 | i | i | -6 | i
Cc1ccc(SCCNC(=O)c2ccc(CN3CCOCC3)cc2)cc1 | 3 | 0 | i | -8 | i | i | 6 | i | i | -1 | i
CN1CCN(CC(=O)N2c3ccccc3C(C)(c3ccc(Cl)cc3)CC2(C)C)CC1 (stereo unspecified) | -2 | -4 | i | -10 | i | i | -5 | i | i | 1 | i
O=C(Cc1cccs1)N(c1ccccc1)C1C=CS(=O)(=O)C1 (stereo unspecified) | 0 | 1 | i | -3 | i | i | 3 | i | i | -6 | i
Cc1ccc(/C=N/NC(=O)C[n+]2ccccc2)s1 | -2 | -2 | i | -5 | i | i | 1 | i | i | 6 | i
CC(Sc1nnc(-c2ccncc2)n1C)C(=O)Nc1nccs1 (stereo unspecified) | 1 | 5 | i | -3 | i | i | 2 | i | i | 10 | i
Cc1ccc(SCC(=O)Nc2ncc(C)s2)cc1 | 5 | -1 | i | -3 | i | i | 11 | i | i | -1 | i
CC1CN(Cc2nc3c(c(=O)n(C)c(=O)n3C)n2CCCO)CC(C)O1 (stereo unspecified) | -2 | 0 | i | -8 | i | i | 0 | i | i | 6 | i
Cc1ccc(C2=NS(=O)(=O)N(C)C(C(=O)Nc3ccc4c(c3)OCO4)=C2)cc1 | 2 | x | i | -10 | i | i | -1 | -6.7* | i | 16 | -10*
CCOc1ccccc1-n1nnnc1SCC(=O)NCc1ccco1 | 3 | 0 | i | -6 | i | i | 1 | i | i | 6 | i
O=C1C(=O)N(CCO)C(c2ccccc2[N+](=O)[O-])/C1=C(\O)c1ccccc1 (stereo unspecified) | 6 | -1 | i | -8 | i | i | 3 | i | i | -5 | i
CS(=O)(=O)N(CC(=O)NC1CC2CCC1C2)c1ccc(Oc2ccccc2)cc1 (stereo unspecified) | 0 | -1 | i | -3 | i | i | 3 | i | i | 2 | i
Cc1ccc(C)c(NS(=O)(=O)c2cc(C(=O)NCC3CCCO3)ccc2C)c1 (stereo unspecified) | -3 | 5 | i | -9 | i | i | -3 | i | i | 5 | i
N#Cc1ccc(C23CC4(C2)[C@H](CN(Cc2ccc(C(F)(F)F)cc2)[C@@H]4c2ccccc2)C3c2ccc(C(F)(F)F)cc2)cc1 (stereo partly specified) | 0 | 3 | i | -3 | i | i | 1 | i | i | x | x
CC1=C(C(=O)OCc2ccccc2)C(c2cccc(F)c2)NC(=O)N1 (stereo unspecified) | -1 | 7 | i | 0 | i | i | 2 | i | i | -3 | i
CCOC(=O)Cc1csc(N/N=C/c2cccc([N+](=O)[O-])c2)n1 | -3 | -1 | i | -2 | i | i | -1 | i | i | 3 | i
COc1cc(C)c(C(=O)Oc2cc(C)c(C(=O)O)c(O)c2C)c(O)c1C(=O)O | -1 | 22 | i | -3 | i | i | -7 | i | i | 3 | i
CCCn1c(SCC(=O)Nc2ccc(S(=O)(=O)N(C)C)cc2)n[nH]c1=O | -1 | 0 | i | -5 | i | i | -3 | i | i | -6 | i
Cc1cccc(C)c1NC(=O)C1(NC(=O)c2cnccn2)CCCCC1 | 1 | -1 | i | -6 | i | i | 5 | i | i | 0 | i
COc1cc(OC)cc(C(=O)N2CCN(C(=O)COc3ccc4ccccc4c3)CC2)c1 | 2 | -1 | i | -6 | i | i | 6 | i | i | 3 | i
O=C(c1cc(COc2ccc(F)cc2Cl)on1)N1CCc2ccccc2C1 | 2 | 3 | i | -4 | i | i | -1 | i | i | 1 | i
NC(=O)c1nsc(C(=O)N(c2ccccc2)C(C(=O)NC2CCCCC2)c2ccc(O)cc2)c1N (stereo unspecified) | 3 | 0 | i | -20 | i | i | 3 | i | i | 17 | i
NS(=O)(=O)c1ccc(NC(=O)COC(=O)CCNC(=O)NC23CC4CC(CC(C4)C2)C3)cc1 | 1 | -2 | i | -4 | i | i | 3 | i | i | -3 | i
C=C(C)CNC(=S)Nc1cccc(N)n1 | 1 | x | i | 3 | i | i | x | i | i | x | i
Cc1nc2ccccc2n1Cc1ccc(Cl)cc1 | 0 | 2 | i | -5 | 6* | i | 2 | i | i | -1 | i
Cc1ccccc1-c1nc(CS(=O)(=O)CC(=O)NC2CCCCC2C)c(C)o1 (stereo unspecified) | -2 | -2 | i | -6 | i | i | -6 | i | i | -3 | i
C/C(=N\NC(=O)c1cc(C)[nH]n1)c1ccc(-c2ccccc2)cc1 | 9 | -3 | i | -5 | i | i | -2 | i | i | -5 | i
CCN(CC)C(=O)c1c(-c2ccccc2)oc2ccc(OC)cc12 | -3 | 1 | i | -18 | i | i | 1 | i | i | 5 | i
COCCCn1c(SCC(=O)Nc2oc(C)c3c(C)n[nH]c(=O)c23)nc2sc3c(c2c1=O)CCC3 | -1 | 1 | i | -20 | i | i | 3 | i | i | -2 | i
O=C(O)Cn1nc(-c2ccccc2)ccc1=O | -2 | -2 | i | -14 | i | i | -1 | i | i | -5 | i
CCOC(=O)c1[nH]c2cc3c(cc2c1NC(=O)CN1CCc2ccccc2C1)OCO3 | 2 | -3 | i | -7 | i | i | -27 | i | i | 3 | i
O=C(Nc1ccc(N2CCCCC2)c(Cl)c1)c1ncn[nH]1 | 4 | x | i | -1 | i | i | u | i | i | 5 | i
